PhoP inhibition: inhibitors of PhoP regulon expression, primary screen, Salmonella Typhimurium, GFP reporter (AID 1863); 300,000 compounds, 0.16% hits; S. Typhimurium PhoP-regulated promoter GFP reporter, 4 h; higher % means a stronger effect; one-dose inhibition, % at 50 µM; IC50 in µM for titrated hits;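 active means inhibition over 29.93%, a cutoff 3 SD above the screen mean, later confirmed by dose response; inconclusive means inhibition over 29.93% but no dose response follow-up; inactive means inhibition at most 29.93% or unconfirmed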;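 further: 0% = low Mg2+ inducing control and 100% = high Mg2+ repressing control; strong numbers were not always called active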
NS5 inhibitors: flavivirus cap methylation enzyme inhibition – biochemical, confirmation dose response, primary screen (AID 588689). Dengue-2 NS5 methyltransferase capping enzyme assay, biochemical; higher % means a stronger effect. inhibition, % at 25 µM; hits with a dose series show IC50 in µM. 340,000 compounds, 0.3% hits; in the data active means a potency from the dose series; inconclusive means inhibition above about 29% without an active follow-up result
Rac1 GTP hydrolysis: MgcRacGAP GTPase-activating activity inhibitors, confirmation, biochemical, ADP Hunter fluorescence; MgcRacGAP-stimulated Rac1 GTP hydrolysis, ADP Hunter fluorescence; higher % means a stronger effect; GST-tagged Rac1 F28L mutant substrate; inhibition, % at 30 µM; hits with a dose series show IC50 in µM; 340,000 compounds, 0.6% hits;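 active means first-screen hits whose inhibition reached a set limit at any dose in the follow-up dose series; inconclusive means inhibition above the set first-screen limit but never retested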;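 further: fluorescence reports GDP produced by GAP-driven GTP hydrolysis; strong numbers were not always called active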
GPR35 arrestin U2OS: GPR35 antagonists blocking zaprinast-driven arrestin recruitment, primary screen, imaging, U2OS, beta-arrestin-GFP, zaprinast agonist (AID 2058); 290,000 compounds, 0.052% hits; inhibition, % at 10 µM; hits with a dose series show IC50 in µM; U2OS GPR35 beta-arrestin-GFP translocation imaging, zaprinast antagonism; higher % means a stronger effect;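 active means inhibition of at least 50% with at least 30 cells and total cytoplasm GFP at most 10,000,000; inconclusive means under 30 cells or total GFP of 10,000,000 plus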
RSV antiviral HEp-2: RSV antiviral activity via CPE protection, HEp-2 cells, primary 10 µM value included (AID 2391); HEp-2 cells, RSV-induced CPE inhibition; higher % means a stronger effect; one-dose CPE inhibition, % at 10 µM; IC50 in µM for titrated hits; 310,000 compounds, 0.13% hits; in the data active means a potency from the dose series; inconclusive means CPE inhibition mostly from about 23% at the one dose, without a potency; inactive means the rest, 99 in 100 with CPE inhibition below about 21%; further: strong numbers were not always called active
LYP inhibition: PTPN22 lymphoid phosphatase activity blockers – biochemical, fluorescence intensity, uHTS (AID 1779); recombinant LYP phosphatase, fluorescence intensity; higher % means a stronger effect; inhibition, % at 11.5 µM, or IC50 in µM where a hit was titrated; 290,000 compounds, 0.054% hits; in the data active means inhibition above about 50%;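 further: plate controls were vehicle with enzyme for no effect and no enzyme for full effect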
West Nile virus CPE: inhibition of WNV-induced cytopathic effect – cell-based, CPE readout (AID 1621); West Nile virus-infected cells, CPE inhibition; higher % means a stronger effect; one-dose CPE inhibition, % at 10 µM; IC50 in µM for titrated hits; 290,000 compounds, 0.02% hits; in the data active means a potency from the dose series; inconclusive means CPE inhibition mostly from about 3.7% at the one dose, without a potency; inactive means the rest, 99 in 100 with CPE inhibition below about 2.2%; further: strong numbers were not always called active
CSM14.1 death rescue: rescue of cells from ER stress-induced death, primary screen, 384-well, CSM14.1, thapsigargin, ATP luminescence (AID 1222). 190,000 tested, under 10 active. one-dose cellular ATP content (survival), % at 20 µM; EC50 in µM for titrated hits. CSM14.1 thapsigargin-induced death rescue, ATP luminescence; higher % means a stronger effect;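 active means EC50 below 50 µM in the dose-response confirmation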;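 further: death triggered by thapsigargin at about 15 µM added after 2 h compound pretreatment; cell ATP read after overnight thapsigargin exposure of roughly 18 to 22 hours; normalized against plate controls of thapsigargin alone and 5% DMSO vehicle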
SV40 large T antigen: SV40 large T antigen inhibitors, biochemical (AID 1903) | SV40 large T antigen ATPase/helicase inhibition assay; higher % means a stronger effect | inhibition, % at 20 µM; hits with a dose series show IC50 in µM | 310,000 compounds, 0.39% hits; in the data active means a potency from the dose series; inconclusive means inhibition mostly from about 32% at the one dose, without a potency; inactive means the rest, 99 in 100 with inhibition below about 32%; further: strong numbers were not always called active
Numbers without * were called inactive; ? = inconclusive; · = not tested or not shown. Not a hit list; about 1.5% have a hit in one of these screens.

SMILES | PhoP inhibition | NS5 inhibitors | Rac1 GTP hydrolysis | GPR35 arrestin U2OS | RSV antiviral HEp-2 | LYP inhibition | West Nile virus CPE | CSM14.1 death rescue | SV40 large T antigen
CC(=O)Nc1ccc(Nc2nc(C(F)(F)F)nc3c2nnn3Cc2ccccc2Cl)cc1 | -0.6% | -6.8% | 7.5% | -3.6% | 12.2% | -4.2% | -1.2% | · | 5.1%
C/C(=N\NC(=O)CSc1nc2ccccc2c(=O)n1-c1ccccc1C)c1cccs1 | -14.1% | -1.9% | 7.8% | 11.9% | 3.0% | 7.0% | 0.7% | -1.9% | 5.1%
CCc1ccc(NC(=O)C(=O)NCCOc2ccccc2Cl)cc1 | -1.0% | -3.8% | -2.7% | -5.6% | 3.3% | -6.0% | -0.6% | 1.5% | 10.8%
CN=C(Nc1ccc(Br)cc1)SC1CC(=O)N(c2ccc(OC)cc2)C1=O (stereo not drawn) | -4.6% | 0.9% | 12.8% | 7.7% | 7.7% | 0.8% | -1.1% | -0.8% | 0.6%
O=C(CCNC(=O)C1CCN(S(=O)(=O)c2ccccc2)CC1)NCCc1cccc(F)c1 | -0.8% | -0.9% | 3.9% | 6.7% | 4.4% | -8.6% | -0.1% | · | 8.5%
COC(=O)C1C(O)=CC(=O)CC1C (stereo not drawn) | 3.4% | -0.8% | 3.9% | 0.1% | 0.6% | -7.2% | -0.6% | -1.4% | 6.7%
O=C(CCn1c(=O)oc2ccccc21)N1CCN(c2ccccc2Cl)CC1 | -2.5% | -9.4% | 6.4% | -12.7% | 0.7% | -2.8% | 2.3% | 0.4% | 20.9%
Cc1oc(-c2cc(F)ccc2F)nc1CN1CCCN(C(=O)c2ccco2)CC1 | -7.0% | -10.2% | 4.4% | -3.1% | -0.3% | -2.4% | -0.9% | -0.6% | 4.5%
Cn1cnnc1SCC(=O)NN1C(=O)NC(C)(c2ccccc2)C1=O (stereo not drawn) | -8.2% | 2.3% | 7.7% | -9.0% | 2.3% | -5.4% | 0.6% | · | 7.3%
COC(=O)c1nn(-c2ccccc2)c(-c2ccccc2)c1C(=O)c1ccccc1 | 0.3% | -9.0% | 7.0% | -2.1% | 1.1% | -3.6% | 0.3% | 3.7% | 2.8%
O=C(O)CCN1c2ccccc2Sc2ccccc21 | -0.3% | 2.0% | ? | 11.5% | 17.9% | 4.4% | 1.4% | · | ?
COc1ccc(CN2CCN(CCc3ccccc3)C(CCO)C2)cc1Cn1cncn1 (stereo not drawn) | 3.6% | -7.2% | 11.6% | 13.8% | -1.6% | -10.6% | -0.3% | -0.3% | 7.7%
CCOC(=O)/C(=N\Nc1ccc(C(C)=O)cc1)c1csc(Nc2ccccc2)n1 | -11.2% | ? | 4.5% | -1.2% | 6.3% | -2.1% | 0.1% | -0.8% | 3.4%
COc1ccc(N(CC(=O)N/N=C/c2ccc3c(c2)OCO3)S(=O)(=O)c2ccccc2)cc1 | -6.4% | · | · | 1.9% | 1.3% | 6.6% | 0.0% | -0.8% | ?
C/C=C/C=C/[C@H]1Cc2cc(O)cc(O)c2O1 | -1.2% | · | · | -1.2% | 2.1% | -0.3% | -0.5% | · | 27.3%
O=C1c2ccccc2C(=O)N1CCSc1ncn[nH]1 | -2.8% | -5.3% | 8.0% | -24.2% | 2.6% | -6.1% | 0.3% | -4.9% | 23.9%
Cc1c(CBr)[n+](=O)c2c(n1[O-])C(Br)CCC2Br (stereo not drawn) | -5.0% | 10.0% | 0.8% | -3.6% | 0.7% | -6.6% | 0.1% | · | 33.5%
CCN1CCC2(CC1)C(C#N)=C(N)Oc1c2sc2nc(C)cc(C)c12 | -5.9% | · | 9.0% | 4.4% | 14.6% | -7.3% | 0.3% | -2.1% | 10.9%
Cc1cc2c(cc1C)C(c1ccccc1Br)CC(=O)N2 (stereo not drawn) | -2.5% | -6.5% | 7.1% | -4.9% | 2.9% | 3.2% | -0.9% | -6.2% | 9.4%
O=C(Nc1nc(-c2cccs2)cs1)C1=COCCO1 | -3.8% | -2.9% | 6.3% | -13.5% | ? | 2.5% | -0.6% | -1.7% | 4.0%
CC1CCN(Cc2nnnn2CCCC(=O)NCCN2CCOCC2)CC1 | 4.7% | -0.6% | 10.8% | -3.4% | 1.0% | -10.3% | 0.1% | · | 3.2%
O=C1CSC(c2ccccc2)N1c1cccnc1 (stereo not drawn) | -9.6% | 10.0% | -2.9% | -6.4% | 0.0% | -10.9% | 0.3% | · | 8.8%
CC(C)NC(=O)COc1coc(CN2CCN(Cc3ccccc3)CC2)cc1=O | 9.1% | -4.6% | -8.0% | -3.5% | 0.3% | -10.5% | 0.2% | · | 1.4%
O=C(CSc1nnnn1Cc1ccccc1)NC1CCCCC1 | 9.6% | 1.8% | 6.2% | -20.2% | 0.6% | -5.3% | -0.8% | -0.6% | 9.2%
CCc1ccc(NC(=S)N(CCC(C)C)C2CCN(C(C)=O)CC2)cc1 | 2.8% | -6.0% | 11.3% | 7.9% | 2.4% | -3.8% | -0.2% | · | 7.4%

An excerpt from above, showing only GPR35 arrestin U2OS and NS5 inhibitors:
compound,GPR35 arrestin U2OS,NS5 inhibitors
COC(=O)C1C(O)=CC(=O)CC1C (stereo not drawn),0.1%,-0.8%
O=C(CCn1c(=O)oc2ccccc21)N1CCN(c2ccccc2Cl)CC1,-12.7%,-9.4%

The results go on.
SMILES | PhoP inhibition | NS5 inhibitors | Rac1 GTP hydrolysis | GPR35 arrestin U2OS | RSV antiviral HEp-2 | LYP inhibition | West Nile virus CPE | CSM14.1 death rescue | SV40 large T antigen
CCOc1ccc(NC(=S)N2CCN(S(=O)(=O)c3ccc(C)cc3)CC2)cc1 | -0.5% | 3.9% | 8.4% | -9.0% | 4.1% | 8.8% | 0.2% | · | 15.2%
O=C(CCCc1nc(-c2ccccc2)no1)N1CCOCC1 | -0.6% | -1.6% | 4.8% | -13.6% | 1.4% | -9.1% | -0.5% | -0.8% | 6.3%
Cc1cc(/C=C2\C(=N)N3N=C(C(C)C)SC3=NC2=O)c(C)n1Cc1ccccc1 | -5.8% | -10.9% | 5.6% | 4.2% | 40.0% | 6.0% | 0.3% | · | 19.4%
CCN(CC)C(=O)c1cccc2c1C(=O)c1ccccc1-2 | 0.2% | -9.4% | 6.1% | -3.3% | 2.0% | -9.0% | 0.0% | 0.8% | 7.0%
O=C1CCC(=O)N1OCCCOc1ccc(Br)cc1Cl | -3.0% | · | 4.1% | -9.5% | · | 6.8% | 0.3% | -0.7% | 0.9%
CC(C)(C)OC(=O)N[C@@H](Cc1ccccc1)c1nnc(SCC(=O)O)o1 | 1.5% | -3.2% | 5.1% | 16.2% | -0.2% | -7.6% | -0.2% | -1.0% | 1.7%
O=C(CCNC(=O)Cn1ccc2ccccc2c1=O)NCc1ccccn1 | -3.5% | 1.7% | 8.4% | 1.6% | 0.6% | -1.9% | 0.5% | -0.7% | 9.2%
C/C(CC(=O)Nc1cc(Cl)ccc1Cl)=N\NC(=O)c1ccco1 | -0.1% | 2.4% | 5.4% | 2.4% | 1.5% | -9.2% | -0.3% | 0.7% | 12.7%
Cc1ccccc1N(C(=O)Cn1nnc(-c2ccc(F)cc2)n1)C(C(=O)NC(C)(C)C)c1ccncc1 (stereo not drawn) | 0.1% | -0.8% | 4.7% | -11.2% | -0.7% | -6.1% | -1.6% | -0.8% | -8.9%
COc1cccc(C(c2nnnn2CS(=O)(=O)c2ccc(C)cc2)N2CCN(C)CC2)c1OC (stereo not drawn) | -8.7% | -10.3% | 4.5% | 2.0% | 0.6% | -1.0% | -0.6% | -1.6% | -2.4%
CCc1ccc(NCc2cc3c(C)nn(-c4ccccc4)c3[nH]c2=O)cc1 | -8.6% | 0.0% | 4.1% | -3.2% | 1.2% | 9.1% | 0.4% | -0.6% | 10.9%
CN(CC(=O)N1CCc2ccccc21)S(=O)(=O)c1ccc(Cl)cc1 | -2.7% | -1.4% | 9.9% | -10.8% | 1.1% | 0.1% | 0.0% | -1.1% | 7.7%
CCC(=O)OCC(=O)Nc1cc([N+](=O)[O-])ccc1Cl | 10.8% | 6.3% | 5.7% | 12.9% | 0.0% | -6.2% | -0.2% | 2.3% | 25.7%
CCC(C)(C)n1nnnc1C(c1cccnc1)N1CCN(c2cccc(C(F)(F)F)c2)CC1 (stereo not drawn) | 1.6% | -12.3% | 5.8% | 0.8% | 2.8% | -4.5% | -1.4% | 1.7% | 10.2%
COc1cc(C(=O)Nc2ccc3c(c2)OCO3)c([N+](=O)[O-])cc1OC | 2.5% | -0.7% | 5.3% | 7.4% | 1.4% | -10.6% | -0.1% | · | 4.5%
CCOC(=O)c1cc2c(ccn2-c2ccc(F)cc2)n1CC(=O)NC(C)(C)C | 1.4% | · | · | -1.2% | 2.6% | 9.7% | -0.1% | 0.4% | -4.4%
Cc1ccc(C(=O)c2c3ccccc3[n+]([O-])n2[C@@H](C)C(N)=O)cc1 | · | -2.0% | 8.4% | · | 0.9% | · | · | · | 17.8%
CCCCc1nc2ccccc2[nH]1 | -3.4% | 3.0% | 3.0% | 7.1% | 0.3% | -6.8% | -0.3% | 0.8% | 0.5%
CC1(C)CC(O)C(CCC(O)c2ccccc2)C(C)(C)N1 (stereo not drawn) | -7.1% | -3.8% | 13.5% | 4.6% | 1.0% | -3.5% | 0.2% | 2.1% | 2.4%
O=C1NC(=O)/C(=C\c2ccccc2OCc2cccc([N+](=O)[O-])c2)N1 | 3.2% | · | 4.8% | 6.5% | 2.6% | -0.8% | -0.4% | -1.3% | 10.3%
O=C(O)c1nc(NCCc2ccccc2)ncc1Cl | 5.7% | 10.0% | 1.9% | -4.9% | 0.8% | -11.0% | -0.6% | · | 0.3%
COc1cc(CC(=O)Nc2ccccc2N2CCOCC2)cc(OC)c1OC | 0.5% | -5.0% | 3.4% | 8.0% | 9.0% | -5.7% | -0.8% | -1.5% | 3.8%
COc1cccc(N=c2oc3c(C)ncc(CO)c3cc2C(=O)Nc2ccccc2OC)c1 | -5.1% | · | · | 1.5% | · | -4.7% | · | 2.6% | 11.8%
O=C1CC(c2ccc(Cl)cc2)CC(O)=C1C=NCc1ccc(Cl)c(Cl)c1 (stereo not drawn) | -13.5% | -2.5% | 5.3% | -18.2% | 5.2% | 8.6% | 0.2% | -3.5% | 4.7%
CCOc1ccccc1NC(=O)c1ccc2nc[nH]c2c1 | -10.0% | 2.4% | 4.7% | -13.0% | 2.0% | -4.2% | 0.0% | · | 3.6%
N#Cc1ccc(C(=O)Nc2nnc(-c3ccco3)o2)cc1 | 3.2% | -6.8% | 9.5% | -8.9% | -1.7% | -1.5% | 1.5% | · | -5.9%
CCCOC(=O)c1c(NC(=O)C2CCCO2)sc(C(=O)OC)c1C (stereo not drawn) | -5.1% | -3.3% | 9.4% | -5.8% | 1.7% | 7.0% | 0.7% | -1.3% | 1.9%
